High-throughput results: PubChem, National Center for Advancing Translational Sciences (NCATS)
AmpC inh det: blocks E. coli AmpC beta-lactamase in presence of detergent. P00811. Potency, µM (highest dose often 28.7 µM), for inactives: at the highest dose activity change, negative = inhibition. AID 584. purified AmpC, nitrocefin hydrolysis with detergent. 71,000 tested, 0.09% active; active means well fitted curve in the direction sought with a large enough effect
Target sequence (P00811 whole entry, looked up): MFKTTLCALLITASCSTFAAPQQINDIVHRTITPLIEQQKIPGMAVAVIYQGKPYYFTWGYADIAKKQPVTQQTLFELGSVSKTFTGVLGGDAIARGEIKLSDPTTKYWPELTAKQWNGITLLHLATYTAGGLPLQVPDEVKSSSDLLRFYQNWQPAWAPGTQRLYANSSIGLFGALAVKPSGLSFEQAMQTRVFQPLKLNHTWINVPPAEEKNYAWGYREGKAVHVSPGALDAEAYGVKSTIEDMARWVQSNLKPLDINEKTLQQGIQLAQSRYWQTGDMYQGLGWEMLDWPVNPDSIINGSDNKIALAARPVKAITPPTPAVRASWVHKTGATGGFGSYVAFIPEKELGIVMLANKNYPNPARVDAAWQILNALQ
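E. coli AmpC (5.3 nM) in 20 mM phosphate pH 7.0 with 0.01% Triton X-100, preincubated 15 min RT with compound; nitrocefin (2 uL of 800 uM stock) hydrolysis followed by 480 nm absorbance every 20 s over 4 min.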
* hit, by the source's call; [ ] = remark or other dose. On the % scale 0 is the no-effect control and ±100 the full control effect; potency means the concentration at half of the fitted maximal effect. These rows are one share of the data; rates above refer to the full screens.

smiles,AmpC inh det
CC1=C(C(=O)OC2CCCCCCC2)C(c2ccc(O)cc2)NC(=O)N1 (stereo not drawn),1%
COc1ccc(C2C(C(N)=O)=C(C)Nc3ncnn32)cc1 (stereo not drawn),0%
O=C(CN(Cc1ccco1)C(=O)CNS(=O)(=O)c1ccc(Cl)cc1)NC1CCCCC1,2%
COC(=O)c1c(C(C)=O)cnc2ccc(Br)cc12,7%
CCOC(=O)C1OC1c1ccccc1 (stereo not drawn),12%
CC(=O)[C@@H]1[C@H]2[C@@H](C(=O)[C@H]3OC[C@H]2O3)[C@@H]2C=Cc3ccccc3N12,-2%
C[C@H]1C(=O)O[C@H]2CCN3CC=C(COC(=O)[C@](C)(O)[C@@]1(C)O)[C@H]23,-2%
O=c1c(-c2ccc(F)c(F)c2)nc2cncnc2n1Cc1ccc(F)cc1,-3%
O=C(c1csnn1)N1CCC2(CCN(Cc3nccs3)CC2)CC1,0%
O=C(NC1CCCCC1)c1sc(=S)n2c1[nH]c(=O)c1ccccc12,-3%
CCOC(=O)C1CCCN(C(=O)CS(=O)(=O)Cc2ccccc2)C1 (stereo not drawn),14%
O=C(CSc1nnc(-c2cccnc2)n1Cc1ccco1)c1ccccc1,-1%
CCn1c(SCc2nc3ccccc3[nH]2)nnc1-c1ccncc1,-7%
COC(=O)Cc1[nH]nc2c1C(c1c[nH]c3ccccc13)C(C#N)=C(N)O2 (stereo not drawn),22%
CCCN(Cc1ccccc1)C(=O)Nc1ccc2c(c1)nnn2C,-2%
CS(=O)(=O)c1ccc([C@H](O)[C@H](CO)NC(=O)C(Cl)Cl)cc1,1%[12.8 µM]
COc1ccc(C)cc1NCc1cccc(OC)c1OC,-4%
CCSC(C)CC1C/C(=N/O)c2c(CC)noc2C1 (stereo not drawn),8%
COc1ccc2c(c1)Sc1ccccc1N2CCN(C)C,-2%
Cc1ccc(-c2nc(NC(=O)CSc3nnc4scc(-c5ccccc5)n34)ns2)cc1,26%
COc1ccc(-c2nc3cnc(N4CCOCC4)nc3n(Cc3cccs3)c2=O)cc1,21%
c1ccc([C@@H]2CN3CCSC3=N2)cc1,3%[12.8 µM]
Clc1ccc(OCc2nnc3n2N=C(c2ccc4c(c2)OCCO4)CS3)c(Cl)c1,1%
OC(CN1CCOCC1)CN1CCOCC1,-1%
CC1(C)Oc2ccc3ccc(=O)oc3c2-c2cnoc21,13%
Cn1c(=O)c2c(nc(SCCCO)n2Cc2ccccc2Cl)n(C)c1=O,0%
CC(=O)N1CCN(c2ccc(NCc3ccc(C(C)C)cc3)cc2)CC1,-8%
COc1cc2c(cc1OC)-c1nnc(C)n1C1(CCCC1)C2,11%
CCOc1cccc(C(=O)Nc2cccc(-c3nc4ncccc4o3)c2C)c1,-2%
CCOP(=O)(c1ccc(N(C)C)cc1)C(O)c1cc(OC)c(OC)c(OC)c1 (stereo not drawn),-3%
CC(C(=O)NC1=NCCS1)N1C(=O)C2CC=CCC2C1=O (stereo not drawn),-3%
CC(=O)c1cccc(NC2c3ccccc3C(=O)N2Cc2ccc3c(c2)OCO3)c1 (stereo not drawn),13%
COc1ccc(-c2nc3cnc(Oc4ccccc4)nc3n(C3CC3)c2=O)cc1,1%
COC(=O)c1ccc(C2c3c(oc4cc(C)c(C)cc4c3=O)C(=O)N2CCCN(C)C)cc1 (stereo not drawn),4%
CSCC[C@@H](C(=O)O)N(C)C,-7%[5.75 µM]
Cc1cc(C(F)(F)F)n2ncc(C(=O)O)c2n1,9%
Cc1ccc(Oc2ccc(OCC(=O)NC(C)C(=O)O)cc2)cc1 (stereo not drawn),-2%
CN1CCN(CCCNC(=O)c2ccc(CSCc3cccc(Cl)c3)o2)CC1,3%
CC(=O)N1c2ccccc2C(C)CC12CCCCC2 (stereo not drawn),-2%
CS(=O)(=O)Nc1cccc(-c2nc(Nc3ccncc3)c3ccccc3n2)c1,-16%
Cc1cc(=O)c2n(Cc3ccccc3Cl)nc[n+]2[nH]1,9%
CC1CCCCN1C(=O)COc1ccc(NC(=O)c2ccco2)cc1 (stereo not drawn),-3%
CCOc1cc(S(=O)(=O)N2CCOCC2)ccc1F,-3%
CCn1c(SCC(=O)N2c3ccccc3CCc3ccccc32)nc2c1c(=O)n(C)c(=O)n2C,-2%
COc1ccc(C(=O)N2CCN(C(=O)c3ccco3)CC2)cc1OC,2%
O=c1c2ccccc2nnn1CSc1nnc(-c2ccc3c(c2)OCO3)o1,-3%
O=c1[nH]c(=S)c2c(n1-c1ccccc1)CCC2,2%
CCC(C)c1ccc(O)c(NC(=O)c2ncn[nH]2)c1 (stereo not drawn),-5%
COCCn1c(SCC#N)nnc1-c1ccc2c(c1)OCO2,12%
O=C(CSc1nnc(-c2cccnc2)n1-c1ccccc1)Nc1ccccn1,-2%
O=C(NCc1ccco1)C1CC(=O)N(c2ccc(O)cc2)C1 (stereo not drawn),-5%
CC1CCCCN1S(=O)(=O)c1ccc2c(c1)oc(=O)n2CC(=O)O (stereo not drawn),35%
Cn1c(=O)c2cc(S(=O)(=O)NCCC(=O)Nc3ccccc3F)ccc2n(C)c1=O,9%
CN(C)CC(=O)c1ccc(-c2ccccc2)cc1,7%
Cc1n[nH]c(=O)nc1N1CCc2ccccc2C1,-5%
COc1ccccc1S(=O)Cc1ccc(C(=O)NCc2ccccc2Cl)o1 (stereo not drawn),12%
COc1ccc(CCNC(=O)CSc2nc3c(c(=O)n(C)c(=O)n3C)n2C(C)C)cc1OC,12%
CCn1c(=O)c(C(=O)Nc2nc3ccccc3[nH]2)c(O)c2ccccc21,-2%
Cc1ccc(-c2nc(-c3ccccn3)no2)cc1Cl,-5%
COC(=O)c1ccc(C(=O)OC)c(N)c1,-6%

Sorted by SMILES length (low to high): part of the list above
smiles,AmpC inh det
COCCn1c(SCC#N)nnc1-c1ccc2c(c1)OCO2,12%
O=C(NCc1ccco1)C1CC(=O)N(c2ccc(O)cc2)C1 (stereo not drawn),-5%
CCn1c(=O)c(C(=O)Nc2nc3ccccc3[nH]2)c(O)c2ccccc21,-2%
Cn1c(=O)c2cc(S(=O)(=O)NCCC(=O)Nc3ccccc3F)ccc2n(C)c1=O,9%

New compounds follow:
smiles,AmpC inh det
COc1ccc2cc(C3(C)NC(=O)NC3=O)ccc2c1 (stereo not drawn),12%
Cc1cc(C(=O)OCC(=O)Nc2ccc(S(=O)(=O)N3CCOCC3)cc2)c(C)o1,10%
Cc1ccccc1Nc1nc(N)nc(CSCc2c(C)noc2C)n1,-2%
COc1ccc(S(=O)(=O)N(C)CC(=O)Nc2ccccc2C(F)(F)F)cc1OC,14%
COc1cc(NC(=O)c2ccc(S(=O)(=O)N(C)C)cc2)cc(OC)c1OC,5%
Cc1cc(C)n2c(SCC(=O)N(C)C3CCS(=O)(=O)C3)nnc2n1 (stereo not drawn),0%
CC(C)SC(=N)N,-2%
O=S(=O)(Nc1ccc2c(c1)OCCO2)c1ccc(Br)s1,15%
O=C1NCCN1C(=O)c1ccco1,-2%
Nc1c(C(=O)NCCc2ccccc2)c2nc3ccccc3nc2n1CCN1CCOCC1,-8%
C=CCN(CC=C)S(=O)(=O)c1ccc(F)cc1,-6%
COc1ccc(N2CCn3c2nc2c3c(=O)n(CCN3CCOCC3)c(=O)n2C)cc1,21%
N#CCCN(Cc1cccnc1)C(=O)Nc1ccc(Cl)c(Cl)c1,4%
COC(=O)c1nc2n(n1)C(c1ccc(OC)c(OC)c1OC)C1=C(CCCC1=O)N2 (stereo not drawn),-2%
O=C(Cn1cc2c(n1)CCCC2)NCCc1ccccc1,5%

Brought forward from above: 6 compounds; new compounds follow.
smiles,AmpC inh det
Nc1c(C(=O)NCCc2ccccc2)c2nc3ccccc3nc2n1CCN1CCOCC1,-8%
C=CCN(CC=C)S(=O)(=O)c1ccc(F)cc1,-6%
COc1ccc(N2CCn3c2nc2c3c(=O)n(CCN3CCOCC3)c(=O)n2C)cc1,21%
N#CCCN(Cc1cccnc1)C(=O)Nc1ccc(Cl)c(Cl)c1,4%
COC(=O)c1nc2n(n1)C(c1ccc(OC)c(OC)c1OC)C1=C(CCCC1=O)N2 (stereo not drawn),-2%
O=C(Cn1cc2c(n1)CCCC2)NCCc1ccccc1,5%
CC1(C)OC(=O)C(C(c2ccccc2)C(C#N)C(N)=O)=C(O)O1 (stereo not drawn),-3%
CCOC(=O)N1CCN(C2=Nc3cccc4cccc2c34)CC1,-1%
CC(CCc1ccccc1)NC(=O)C1CCN(C(=O)c2sccc2-n2cccc2)CC1 (stereo not drawn),3%
S=c1nc(-c2ccccc2)n(CCCN2CCOCC2)c2c1CCCC2,2%
COC(=O)Nc1ccc(S(=O)(=O)Nc2ccccc2F)cc1,0%
Cc1ccc(C(=O)Nc2ccc3c(c2)OCO3)o1,5%
Cc1nc(N2CCN(C(c3ccccc3)c3ccccc3)CC2)nc2c1C(=O)CCC2,2%
CCN(CC)CCn1c2ccccc2c2cnc(N=CN(C)C)c(C#N)c21,-4%
Cc1n[nH]c(=O)nc1NCCN(C)C,-3%
Fc1ccc(CSc2nc3ncccc3[nH]2)cc1,7%
COc1cc2c(cc1OC)C(CCN)=NCC2,-5%[5.75 µM]
Cc1ccccc1OCC(=O)Nc1ccc(N2CCN(S(C)(=O)=O)CC2)cc1,-1%
O=C(NCCCN1CCOCC1)c1csc2c1CCCC2,-5%
CCOC(=O)C(C)Oc1cccc2c(=O)n(CC(=O)NCc3ccco3)ccc12 (stereo not drawn),11%
COc1ccc(CC(=O)Nc2ccc(-c3nc4cc(C)ccc4o3)c(O)c2)cc1OC,9%
CCCCc1ccc2[nH]cc(CCN)c2c1,-2%
O=C(NCc1cccnc1)C1CC(c2ccc(F)cc2)=NO1 (stereo not drawn),-1%
Cc1ccc(-n2c(C)nc3c(cnn3-c3ccc(F)cc3)c2=O)cc1C,0%
O=C(c1cccc(F)c1)N1CCC2(CCN(Cc3ccncc3)CC2)CC1,-2%
CCOC(=O)C1CCN(CC(=O)Nc2c(C(=O)OC)[nH]c3ccccc23)CC1,-1%
CCN1C(=O)/C(=C\N2CCCCCC2)SC1=S,-1%
COc1ccc(N(CC(=O)O)S(=O)(=O)c2ccc(OC)c(OC)c2)cc1,-5%
CCN(CC)S(=O)(=O)c1ccc(NC(=O)c2ccc(NS(C)(=O)=O)cc2)cc1,-2%
COc1ccc2c(CC(=O)Nc3nnc(C4CC4)s3)coc2c1,8%
CCOC(=O)N1CCN(Cc2nc3c(c(=O)[nH]c(=O)n3C)n2Cc2ccccc2C)CC1,-2%
COc1ccc(OC)c(Nc2cc(C)nc3ccccc23)c1,-4%
O=C(c1cc2c(s1)CCCC2)N1CCN(C(=O)C2CCCO2)CC1 (stereo not drawn),-5%
COc1ccccc1N(C)S(=O)(=O)c1ccc(C(=O)OCC(=O)NCc2ccco2)cc1,-2%
CC(C)(C)c1cc(CN(CCO)CCO)cc(C(C)(C)C)c1O,-5%
O=c1c2ccccc2sc2nc(C3CCCCC3)n(Cc3ccco3)c(=O)c12,-3%
CCCCCCC(C)(C)c1ccc([C@@H]2C[C@H](O)CC[C@H]2CCCO)c(O)c1,-5%
C(=N\c1nc2ccccc2n1CCN1CCOCC1)/c1cccs1,-6%
CCCN1Cc2cccc(C(=O)Nc3ccc(N4CCN(CC)CC4)cc3)c2C1=O,-3%
O=S(=O)(c1ccc(S(=O)(=O)n2cnc3ccccc32)cc1)N1CCCCCC1,10%
C[N+]12CCC(CC1)C(C#N)(N1CCOCC1)C2 (stereo not drawn),0%
CCCc1[nH]nc2c1C(c1ccc(OC)cc1OC)C(C#N)=C(N)O2 (stereo not drawn),11%
CCOC(=O)c1nnn(-c2nonc2N)c1CNc1ccccc1,-3%
Cc1cc(C)nc(Nc2n[nH]c(COc3ccc(Cl)cc3)n2)n1,-4%
O=C(c1csnn1)N1CCC2(CCCN(Cc3cc(C(F)(F)F)cc(C(F)(F)F)c3)C2)CC1,3%
N#Cc1cccc(NC(=O)N2CCC3(CC2)CCN(C(=O)c2cnccn2)CC3)c1,0%
Cc1cc(=O)n2[nH]c(-c3ccc(F)cc3)cc2n1,-1%
CC1(C)C(C#N)=C(N)OC2=C1C(=O)CCC2,-3%
COc1ccc(C2Nc3ccccc3C(=O)N2Cc2ccco2)cc1COc1ccc(NC(C)=O)cc1 (stereo not drawn),16%
O=C(Nc1nc(-c2ccc(Cl)s2)cs1)c1cccs1,4%
O=C(O)CCSc1nnc(-c2ccncc2)n1-c1ccccc1,1%
COc1ccc(Oc2ncc3ncc(=O)n(Cc4cccc(OC)c4)c3n2)cc1,-1%
O=C(Oc1cccnc1)c1ccc(Cl)cc1,-2%
O=C(CN(Cc1ccc2c(c1)OCO2)C(=O)CNS(=O)(=O)c1ccccc1)NCC1CCCO1 (stereo not drawn),13%
NC(=O)c1sc(=S)n(-c2ccc(Br)cc2)c1N,36%
Nc1nc(SCC(=O)N2CCc3ccccc3C2)[nH]c(=O)c1-c1ccccc1,-6%
CCOC(=O)N1CCC(N2CC34C=CC(O3)C(C(=O)Nc3ccc(C(C)C)cc3)C4C2=O)CC1 (stereo not drawn),10%
CCC1(C)OC(=O)N2CCc3c(C)[nH]c4c(C)ccc(c34)C21C (stereo not drawn),6%
CCOC(=O)N1CCN(C(=O)CCCn2c(=S)[nH]c3ccccc3c2=O)CC1,-3%
Cc1cc(S(=O)(=O)NCc2ccco2)c(C)s1,-4%
CCc1nnc(NC(=O)c2ccc(COc3ccc(C)cc3)o2)s1,10%
